# OX1R antag-1 – antagonists of human orexin 1 receptor (OX1R); O43613; AID 485270; OX1R-expressing cells, FRET antagonist read-out; inhibition, % at 6.6 µM; 330,000 tested, 1.8% active; in the data active means inhibition mostly above about 38%, no sharp cut-off; inactive means mostly below about 40%;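 further: 0% = agonist challenge alone and 100% = reference antagonist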
# Target sequence (O43613 whole entry, looked up): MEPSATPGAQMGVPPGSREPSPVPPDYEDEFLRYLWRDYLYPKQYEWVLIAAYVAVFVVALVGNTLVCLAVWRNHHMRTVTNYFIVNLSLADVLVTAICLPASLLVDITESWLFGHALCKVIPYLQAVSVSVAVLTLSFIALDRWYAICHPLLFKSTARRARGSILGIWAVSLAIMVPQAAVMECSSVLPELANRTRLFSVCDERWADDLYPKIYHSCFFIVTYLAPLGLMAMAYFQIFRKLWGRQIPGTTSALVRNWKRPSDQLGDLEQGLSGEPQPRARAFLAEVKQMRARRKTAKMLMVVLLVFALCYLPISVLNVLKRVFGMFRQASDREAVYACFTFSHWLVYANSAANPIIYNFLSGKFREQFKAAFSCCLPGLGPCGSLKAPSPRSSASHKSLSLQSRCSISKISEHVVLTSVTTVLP
# OX1R antag-2 – human HCRTR1 antagonism; inhibition, % at 5 µM; O43613; CHO/OX1R cells, Fluo-8 calcium fluorescence, orexin A; 330,000 tested, 0.43% active; AID 434989;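 active means inhibition above its plate's threshold, mean inhibition of all tested compounds on the plate plus 3 SD, cut at about 37% in these data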;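 further: 0% = orexin A challenge wells and 100% = SB-334867-A antagonist wells; not every result past the cut was called active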
# The depositor's hits bear a star. Hits appear at their usual frequency (roughly 2% active in at least one column).
SMILES,OX1R antag-1,OX1R antag-2
N/C(Cc1ccc([N+](=O)[O-])cc1)=N\OC(=O)COc1ccc2ccccc2c1,12,8
CSc1nnc2c(n1)OC(c1cccn1C)N(C(C)=O)c1ccccc1-2 (stereo unspecified),12,-9
Brc1ccc(N/N=C(/N=Nc2nn[nH]n2)c2ccccc2)cc1,47*,-9
COCCc1nnc(NC(=O)C(C)C)s1,5,-12
CCOC(=O)C(C)Sc1nc2c(cnn2-c2ccc(C)cc2)c(=O)[nH]1 (stereo unspecified),35,-23
CC(OC(=O)CNC(=O)c1ccccc1F)C(=O)Nc1nc(-c2ccccc2)cs1 (stereo unspecified),16,-16
COc1ccc(/C=N\NC(=O)c2ccccc2[N+](=O)[O-])cc1COc1c(F)c(F)c(F)c(F)c1F,17,-31
Cc1ccc([C@@H]2CC=C(C(=O)O)[C@H](c3ccccc3)N2S(=O)(=O)c2ccccc2C)cc1,54*,33
Cc1ccc(C)c(-n2sc3ccc(F)cc3c2=O)c1,20,38
COc1nc(-c2ccccc2)ccc1-c1noc(-c2ccccc2F)n1,8,5
O=C(/C=C/c1ccc(Br)o1)OCc1ccccc1,19,-16
COc1ccc(C2/C=C\CN(S(=O)(=O)c3ccc4ccccc4c3)CC(=O)N2Cc2ccc(F)cc2)cc1 (stereo unspecified),23,-6
CCOc1ccc(NC(=O)C2CCN(C(=O)NC3CCCCC3)CC2)cc1,17,-19
Cn1c(=O)c([N+](=O)[O-])c(N2CCSCC2)c2ccccc21,9,-3
CCC(C(=O)NC1CCCC1)N(C(=O)Cn1nnc(-c2ccc(OC)c(OC)c2)n1)C1CCCCC1 (stereo unspecified),10,-23
Cc1ccc(C(=O)c2ccccc2C(=O)OCC(=O)Nc2ccc(SC(F)F)cc2)cc1,28,18
O=C(CN1CC[n+]2c(-c3cccs3)csc21)c1ccc(-c2ccccc2)cc1,15,-10
c1ccc(C2=NC(c3ccccc3)N=C(c3ccccc3)N2)cc1,24,-24
CCOc1cc(S(=O)(=O)N2CCCC2)ccc1Cl,38,-20
CCCCN(C(=O)c1ccc2c(c1)OCO2)c1ccccc1,7,-20

# Next part; it opens with the 6 that closed the last part.
SMILES,OX1R antag-1,OX1R antag-2
CCC(C(=O)NC1CCCC1)N(C(=O)Cn1nnc(-c2ccc(OC)c(OC)c2)n1)C1CCCCC1 (stereo unspecified),10,-23
Cc1ccc(C(=O)c2ccccc2C(=O)OCC(=O)Nc2ccc(SC(F)F)cc2)cc1,28,18
O=C(CN1CC[n+]2c(-c3cccs3)csc21)c1ccc(-c2ccccc2)cc1,15,-10
c1ccc(C2=NC(c3ccccc3)N=C(c3ccccc3)N2)cc1,24,-24
CCOc1cc(S(=O)(=O)N2CCCC2)ccc1Cl,38,-20
CCCCN(C(=O)c1ccc2c(c1)OCO2)c1ccccc1,7,-20
Cn1c(SCC(=O)NC2CCCC2)nnc1-c1ccccn1,9,-2
CC1(C)CC2CC(C)(CN2C(=O)c2cc(-c3ccc(F)cc3)on2)C1 (stereo unspecified),0,-23
COc1ccc(OCCC(=O)OCC(=O)Nc2cccc(S(=O)(=O)N3CCCCC3)c2)cc1,11,4
O=C1c2ccccc2C(=O)c2c(NCc3cccnc3)cccc21,14,-12
COc1ccc(NC(=O)Nc2ccc3c(c2)N(C)C(=O)CS3)cc1Cl,46,44
Cn1cc(/C=C2\SC(=O)N(c3ccc(O)cc3)C2=O)c2ccccc21,39,5
CC(C)CN(C(=O)CCNC(=O)c1ccc(Cl)cc1)c1c(N)n(CC(C)C)c(=O)[nH]c1=O,-1,-10
CCOc1ccccc1N1Cc2cc(C)c(C)cc2C1,18,-24
COc1cccc(C(=O)OCC(=O)Nc2cc(C)on2)c1OC,8,-18
Cn1cccc1CNC1CCCC1,-2,-4
COc1cccc(CN2CCN(S(=O)(=O)c3ccccc3)CC2)c1OC,5,-16
COc1ccc(-c2csc(Nc3ccccc3)[n+]2CC(O)c2ccc([N+](=O)[O-])cc2)cc1 (stereo unspecified),6,-22
Cc1nc2ccc(NC(=O)c3ccc(F)c(S(=O)(=O)N4CCOCC4)c3)cc2s1,16,-22
CC(C)C[C@@H](CN(C)N=O)N(C[C@H](Cc1ccccc1)N(CCc1ccccc1)N=O)N=O,17,4
O=C(COc1ccc(Cl)cc1)OCC(=O)c1ccc[nH]1,3,-11
CCOC(=O)/C(=C/c1ccccc1)NC(=O)c1ccco1,16,-15
C=CCn1c(SCC(=O)Nc2cccc(S(N)(=O)=O)c2)nnc1C1CCCCC1,2,0
CCn1nc(C(=O)NNS(=O)(=O)c2ccc(C)cc2)c2ccccc2c1=O,8,-22
C/C(=N/Nc1nc(-c2ccc(Cl)cc2)cs1)c1cccs1,14,-32
Cc1ccc(CCC2C3=C(CCCC3=O)OC3=C2C(=O)CCC3)cc1,18,-34
Cc1cc(C)c(NC(=O)Cn2nnc(C(=O)NCCc3ccccc3)c2N)c(C)c1,25,-13
COc1ccc(O/C(=N\S(=O)(=O)c2ccccc2)c2ccccc2)cc1,6,1
O=C1c2cccc3cccc(c23)C(=O)N1CCN1CCN(C(=S)Nc2ccc(F)cc2)CC1,19,-19
CC1(C)Cc2cccc(OCC(=O)NCCOc3ccccc3)c2O1,2,-30
CCCOc1ccc(CCCN=C(N)N)cc1Cl,-2,-2
CCOC(=O)C1(Cc2ccccc2C(F)(F)F)CCN(C2CCN(C(C)=O)CC2)CC1,23,-21
Cc1cc(NC(=O)CSc2nnc(-c3ccncc3)n2Cc2ccccc2)n(-c2ccccc2)n1,15,-25
NC(=O)C1(N2CCCCC2)CCN(C(=S)NCCc2ccccc2)CC1,19,-15
O=C(CN1CCCCCC1)Nc1cc(C(F)(F)F)ccc1Cl,13,-4
Cc1ccc(C2=NN(C(=O)C3CCCO3)C(c3ccco3)C2)cc1 (stereo unspecified),9,-24
Brc1ccc(C2=CC(c3ccco3)n3ncnc3N2)cc1 (stereo unspecified),17,-27
CCOC(=O)N1CCN(C(=O)C2CCCCC2)CC1,0,-18
COc1ccc(OCCN2CCN(C(=O)c3ccc(OC(F)F)c(OC)c3)CC2)cc1,16,-37
CCC(C)Nc1nc(-c2ccccn2)nc2ccccc12 (stereo unspecified),-23,-25
COC(=O)C1=C(N)OC2=C(C(=O)CC(C)(C)C2)C1c1cc2c(cc1Cl)OCO2 (stereo unspecified),0,-29
CN1C(=O)/C(=C/c2ccccc2OCc2ccccc2F)NC1=S,25,15
COc1ccc(CN(C)C(=O)Cn2cnc3c(NCc4ccccc4)ncnc32)cc1OC,29,-10
COP1(=O)C=C[C@H](N(Cc2ccccc2)S(=O)(=O)c2ccccc2[N+](=O)[O-])[C@@H](C)O1 (stereo partly specified),16,-18
COc1ccccc1-c1nnc2n1N=C(C)CS2,3,-13
N#CC1(NC(=O)CSc2ccccn2)CCCCC1,8,8
CCN1CCN(CCNC(=O)c2ccc3c(c2)N(Cc2cccc(Cl)c2)C(=O)c2ccccc2S3=O)CC1 (stereo unspecified),-1,-14
Cc1cc(C)n2nc(C(=O)NC(C)(C)C)nc2n1,11,-5
O=C(/C=C/c1ccc(F)cc1)NC(=S)NC1CCCCC1,11,-25
CCOc1ccc(N2CC(O)(c3ccc(F)cc3)[N+]3=C2CCCC3)cc1 (stereo unspecified),17,3
CC(=O)N1CCc2cc(S(=O)(=O)N3c4ccccc4CC3C)ccc21 (stereo unspecified),0,-9
Cc1ccnc(NC(=O)c2ccc(C(=O)c3ccccc3)cc2)c1,21,-30
CCCCn1c(N)c(N(Cc2ccccc2OC)C(=O)c2c(CC)noc2C)c(=O)[nH]c1=O,-3,-15
CN(c1ccc(OC(=O)CC2OC(=O)c3ccccc32)cc1)S(=O)(=O)c1ccccc1 (stereo unspecified),-1,5
CSc1nsc(NC(=O)CCNC(=O)c2ccc([N+](=O)[O-])cc2)n1,33,-3
COc1ccc2nc(NC(=O)c3cccs3)sc2c1,23,-20
Cc1ccc(Cn2c(Sc3nnc(C)s3)nc3c2c(=O)[nH]c(=O)n3C)cc1,5,-19
CCOC(=O)Nc1ccc2c(c1)N(C(=O)N(C)C)c1ccccc1CC2,19,-32
Cc1c(C(=S)Nc2ccccc2)cnn1-c1ccc([N+](=O)[O-])cc1,30,25
COCC(=O)Nc1cc(Cl)c(OC)cc1OC,15,-2
CC(OC1=CC(=O)CCC1)C(=O)c1ccccc1 (stereo unspecified),1,3
O=C(C1=C[C@H](c2ccccc2)C[C@H](OCCCCO)O1)N1CCN(Cc2ccc3c(c2)OCO3)CC1,26,-20
CN1C[C@@H]2[C@@H]3C(=O)N(Cc4ccccc4)C(=O)[C@@H]3[C@](C)(C1=O)N2C(=O)c1ccc(Cl)cc1,3,-34
Cc1oc(C(C)(C)C)cc1C(=O)NCc1ccc2c(c1)OCO2,1,-9
Cc1ccc(S(=O)(=O)NNC(=O)/C=C/c2cccc(F)c2)cc1,14,-35
O=C(CSc1nnc(CNC(=O)c2cccs2)o1)NCC1CCCO1 (stereo unspecified),-1,-5

# Of the compounds above, three contain bromine:
SMILES,OX1R antag-1,OX1R antag-2
Brc1ccc(N/N=C(/N=Nc2nn[nH]n2)c2ccccc2)cc1,47*,-9
O=C(/C=C/c1ccc(Br)o1)OCc1ccccc1,19,-16
Brc1ccc(C2=CC(c3ccco3)n3ncnc3N2)cc1 (stereo unspecified),17,-27

# The results go on:
SMILES,OX1R antag-1,OX1R antag-2
COc1ccc(-c2noc(N3CCC(C(=O)Nc4ccc(F)cc4)CC3)n2)cc1,1,-17
CCn1c(SCC(=O)NC2CC2)nnc1-c1ccccn1,14,-4
CC(=O)Nc1ccc(-c2nc3ccccc3o2)cc1,16,-7
COc1cccc(NC(=O)CSc2c3c(nc4ccccc24)CCCC3)c1,51,-6
CCS(=O)(=O)c1ccc2oc(Nc3cccc(OC)c3)nc2c1,4,-26
CC(=O)c1cccc(CN2CCCC(C(=O)c3ccc4c(c3)OCO4)C2)c1 (stereo unspecified),15,-31
CCCCNC(=O)O[C@@H]1C[C@H]2CCCC(=O)N3CC[C@@H](C1)[C@@H]23,19,-15
Fc1ccc(Nc2c3c(nc4ccccc24)CCC3)cc1,16,-16
CC(=O)NCCNc1nc2c(-c3cccc(C(F)(F)F)c3)nnn2c2ccccc12,-9,-15
CC[C@@]1(C(=O)OC)N[C@H](CN(C)C(=O)c2ccc(C)cc2)[C@@H]2C(=O)N(Cc3ccccc3)C(=O)[C@@H]21,1,-3
C=CCC1[C@H](C)[C@H]2[C@@H]3CC[C@@H](C3)[C@H]2CN1S(=O)(=O)c1ccc(C)cc1 (stereo partly specified),10,32
COc1ccccc1CNC(=O)c1ccc(NS(=O)(=O)c2cccs2)cc1,15,6
Cc1cc(C(=O)NC(C)c2ccncc2)cs1 (stereo unspecified),7,-25
COc1cc2ccccc2cc1C(=O)Nc1ccc(O)cc1,24,-5
CC(C)NC(=O)c1ccccc1S(=O)(=O)c1ccccc1C#N,10,1
CCc1cc2cc(C(=O)N3CCN(c4ccccc4)CC3)sc2s1,9,-21
CCCCn1c(-c2ccc(C(C)(C)C)cc2)nc2cc3[nH]c(=O)c(C(C)C)nc3cc21,17,-36
COc1ccc(-c2ccc(SCC(=O)NCc3ccc4c(c3)OCO4)nn2)cc1OC,17,-16
CCc1nn(C(C)C(=O)NC2CCCCCC2)c(=O)c2cc3occc3n12 (stereo unspecified),9,-18
CCC(CC)Nc1ccc(C(CC(N)=O)NC(=O)Cc2cccc3ccccc23)cc1[N+](=O)[O-] (stereo unspecified),27,-35

# Some of these compounds in order of molecular weight, low to high:
SMILES,OX1R antag-1,OX1R antag-2
Fc1ccc(Nc2c3c(nc4ccccc24)CCC3)cc1,16,-16
COc1ccc(-c2ccc(SCC(=O)NCc3ccc4c(c3)OCO4)nn2)cc1OC,17,-16
CC[C@@]1(C(=O)OC)N[C@H](CN(C)C(=O)c2ccc(C)cc2)[C@@H]2C(=O)N(Cc3ccccc3)C(=O)[C@@H]21,1,-3

# Later entries
SMILES,OX1R antag-1,OX1R antag-2
COc1ccccc1OCC(=O)Nc1ccc(S(=O)(=O)Nc2nc(C)cc(C)n2)cc1,0,-8
CN(CC(=O)Nc1ccc(F)cc1)C(=O)Cn1c(=O)oc2ccccc21,8,-16
COc1ccc(S(=O)(=O)N2CCC(N3CCCCC3)CC2)cc1,2,3
CC(=O)Nc1cc2nn(-c3ccccc3)nc2cc1C,1,-9
O=C(/C=C/c1ccc(Cl)cc1)NCCCN1CCOCC1,7,-10
CCn1c(C2CC(=O)N(c3ccc(C)c(C)c3)C2)nc2ccccc21 (stereo unspecified),9,-20
CCOc1ccccc1NC(=O)CCS(=O)(=O)c1cccs1,8,-25
Cc1cc(C)c(NC(=O)CCCN2CCCC2)c(C)c1,8,0
Cc1ccc(N(CC(=O)NCc2ccc3c(c2)OCO3)C(=O)c2csnn2)cc1,12,-11
CCCCn1c(O)c(N=NC(=O)c2ccncc2)c2cc(Br)ccc21,18,-5
c1cncc(-c2ccnc3ncnn23)c1,3,7
CC(=O)c1cn(C(=O)c2ccc(Cl)cc2)c2ccccc12,-2,-12
O=C(NCC1OCCCN1S(=O)(=O)c1ccc(F)cc1)C(=O)NC1CCCC1 (stereo unspecified),28,-3
O=C(Nc1ccc2[nH]c(=O)[nH]c2c1)c1cccc([N+](=O)[O-])c1,18,-8
Cc1ccc(C2CC(C(F)(F)F)n3nc(C(=O)NCc4c(C)nn(C)c4C)c(Cl)c3N2)cc1 (stereo unspecified),25,-32
COc1ccc(OC)c(S(=O)(=O)CC(O)CS(=O)(=O)c2ccccc2)c1 (stereo unspecified),3,-11
N=C1C(c2nc3ccccc3[nH]2)=C(O)CN1C1CCCCC1,3,-21
CCN(c1ccc(NC(=O)CN2C(=O)NC3(CCOc4ccccc43)C2=O)cc1)C(C)C (stereo unspecified),13,-14
CCN(C(=O)c1ccc(NC(C)=O)cc1)c1ccccc1C,37,-27
Cc1ccc(NC(=O)Cn2c(=O)c3cccn3c3ccccc32)cc1,4,-9

# Screens: PubChem, The Scripps Research Institute Molecular Screening Center
